CAL PDZ FP-1: CAL PDZ peptide-binding inhibitors, primary screen, biochemical, fluorescence polarization, Cer-tagged CAL PDZ, HTS; AID 504414, 2011; Golgi-associated PDZ and coiled-coil motif-containing protein (Homo sapiens), Q9HD26; 330,000 compounds, 0.02% hits; inhibition, % at 20 µM; purified CAL PDZ, TMR-peptide fluorescence polarization, 1 h;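 active = highest replicate inhibition of at least 40%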;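 note: plate controls were DMSO neutral control wells for no effect and unlabeled competitor peptide control wells for full effect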
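Control set: unlabelled peptide and DMSO controls / Material: purified CerCALP PDZ construct / Timing: 1 h incubation at room temperature before polarization reading / Doses: 20 µM, one dose / Detection: fluorescence polarization (mP)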
cardiac RTF act: cardiac RTF calcium sensitivity activators, primary screen, biochemical, IANBD-TnC fluorescence, EC20 calcium. Troponin I, cardiac muscle (Homo sapiens) + Troponin T, cardiac muscle (Homo sapiens) + …. IANBD-labeled TnC RTF fluorescence at EC20 calcium; 0% EC20 calcium, 100% full calcium. activation, % at 7.2 µM. 340,000 compounds, 0.24% hits. AID 493008, 2010;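 active = activation above the mean over all tested compounds plus 3 SD, cut at about 30% in these data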;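 note: rise in fluorescence read as greater calcium sensitivity of cardiac thin filaments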
C-LANA FP: inhibitors of KSHV C-LANA binding to DNA, primary screen, biochemical, fluorescence polarization, FAM-LBS DNA, MBP-C-LANA, single point | Kaposi's sarcoma herpesvirus LANA C-terminal domain (residues 932-1162) DNA binding | inhibition, % at 9 µM | 340,000 compounds, 0.078% hits | AID 504423, 2011;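 active = highest replicate inhibition at or above 60% at 9 µM, even if other replicates fall short; inactive = all replicates below 60% inhibition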;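 note: 0% = neutral control wells and 100% = 4 µM acridine orange control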
PKA-R2B activ: activators of PKA-R2B holoenzyme, primary screen, biochemical, fluorescence polarization, Cy5-IP20, human; cAMP-dependent protein kinase catalytic subunit beta (Homo sapiens) + cAMP-dependent …; PKA-R2B holoenzyme dissociation; R2B truncated from residue 108, S112A mutant; 0% DMSO only, 100% 113 µM cGMP; activation, % at 11.4 µM; 340,000 compounds, 0.079% hits; AID 504700, 2011;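 active = activation above a cutoff set at the mean over all compounds plus 3 SD, cut at about 18% in these data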;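 note: higher means more holoenzyme dissociation and a rise in polarization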
Keap1-Nrf2 PPI: Keap1-Nrf2 protein-protein interaction inhibitors, primary screen, biochemical, fluorescence polarization, single point; inhibition, % at 9.4 µM; AID 504523, 2011; Keap1 Kelch-Nrf2 peptide fluorescence polarization, 1536-well; 340,000 compounds, 0.15% hits; in the data active = inhibition above about 12%;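 note: human Keap1 Kelch domain with fluorescein labeled Nrf2 9mer peptide probe; 0% = neutral control wells and 100% = peptide positive control; higher means more block of Keap1 binding to Nrf2 peptide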
DAGLB inh: DAGLB lipase inhibitors, primary screen, biochemical, fluorescence, HTS | Diacylglycerol lipase-beta (Homo sapiens), Q8NCG7 | HEK293T DAGLB membrane lysate, EnzChek fluorogenic substrate | inhibition, % at 5.17 µM | 340,000 compounds, 0.059% hits | AID 504411, 2011; in the data active = inhibition above about 34%;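 note: 0% = enzyme with vehicle and 100% = wells lacking enzyme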
Target sequence (Q8NCG7 whole entry, looked up): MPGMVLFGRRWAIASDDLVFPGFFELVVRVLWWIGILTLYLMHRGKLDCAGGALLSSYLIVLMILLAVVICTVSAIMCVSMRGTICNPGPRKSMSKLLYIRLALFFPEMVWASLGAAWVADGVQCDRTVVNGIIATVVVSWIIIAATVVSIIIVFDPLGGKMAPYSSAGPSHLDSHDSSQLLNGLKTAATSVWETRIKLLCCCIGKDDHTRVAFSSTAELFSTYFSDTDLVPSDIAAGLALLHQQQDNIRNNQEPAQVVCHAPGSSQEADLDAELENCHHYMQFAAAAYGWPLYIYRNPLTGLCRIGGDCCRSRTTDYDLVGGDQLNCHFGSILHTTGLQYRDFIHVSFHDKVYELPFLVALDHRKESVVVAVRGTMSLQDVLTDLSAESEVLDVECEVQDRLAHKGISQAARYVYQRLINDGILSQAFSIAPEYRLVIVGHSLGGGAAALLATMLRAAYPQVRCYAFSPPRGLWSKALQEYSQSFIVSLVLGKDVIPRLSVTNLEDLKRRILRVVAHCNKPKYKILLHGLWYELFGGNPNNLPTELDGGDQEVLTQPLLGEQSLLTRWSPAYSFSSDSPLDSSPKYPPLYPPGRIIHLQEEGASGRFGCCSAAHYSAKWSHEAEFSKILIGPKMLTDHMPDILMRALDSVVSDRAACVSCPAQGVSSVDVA
RTF Ca sens inh: cardiac RTF calcium sensitivity inhibitors, primary screen, biochemical, IANBD-TnC fluorescence, EC70 calcium; inhibition, % at 7.15 µM; Troponin I, cardiac muscle (Homo sapiens) + Troponin T, cardiac muscle (Homo sapiens) + …; IANBD-labeled cardiac RTF, Ca2+ fluorescence; 340,000 compounds, 0.12% hits;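 active = inhibition above the mean inhibition of all tested compounds plus 3 SD, cut at about 17% in these data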;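 note: assay run at fixed EC70 calcium of 1.6 mM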
SR-BI DiI-HDL act: activators of SR-BI mediated DiI-HDL uptake, primary screen, ldlA[mSR-BI] CHO cells, DiI fluorescence; activation, % at 12.5 µM; 320,000 compounds, 0.096% hits; 3 h; 100 = double the neutral-control signal; AID 504775, 2011;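 active = mean replicate activation of at least 60% and every replicate at or above 60%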;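 note: 0% = median plate neutral-control signal and 100% = twice that signal; values of inactives mirror those of a sister screen read the other way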
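system = CHO ldlA[mSR-BI] cells, LDL receptor-null, SR-BI overexpressing | medium = Ham's F12 with 0.5% BSA, HEPES 25 mM, pH 7.4 | probe or stimulus = DiI-HDL 10 µg/mL | compound dosing = single-point compound dose | incubation = compound exposure 3 h, 37 °C | technique = DiI fluorescence, bottom read | read-out = cell-associated DiI fluorescence as measure of HDL uptake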
Rtt109 Vps75: inhibitors of C. albicans Rtt109/Vps75 HAT, primary screen, biochemical, ThioGlo CoA-SH fluorescence, plate reader. purified Rtt109/Vps75, 4 h. inhibition, % at 34.9 µM. 330,000 compounds, 0.16% hits. AID 540336, 2011;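 active = inhibition of at least 50% in every replicate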
Target sequence (Q5AAJ8 whole entry, looked up): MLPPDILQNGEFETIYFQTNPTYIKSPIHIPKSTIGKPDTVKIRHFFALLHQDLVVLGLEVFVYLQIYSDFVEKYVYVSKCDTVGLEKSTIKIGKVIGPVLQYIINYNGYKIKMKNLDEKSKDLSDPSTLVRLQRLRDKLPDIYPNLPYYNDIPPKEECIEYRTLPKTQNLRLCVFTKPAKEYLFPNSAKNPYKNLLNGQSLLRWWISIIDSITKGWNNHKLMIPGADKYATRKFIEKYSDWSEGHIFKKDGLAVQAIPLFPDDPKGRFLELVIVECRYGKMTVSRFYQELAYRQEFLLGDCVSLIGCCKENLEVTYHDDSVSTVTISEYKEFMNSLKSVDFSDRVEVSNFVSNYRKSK
CAL PDZ FP-2: untagged CAL PDZ binding inhibitors, primary screen, biochemical, fluorescence polarization, HTS; purified CAL PDZ, TMR-peptide fluorescence polarization, 1 h; 300,000 compounds, 0.92% hits; AID 602252, 2012; inhibition, % at 24.9 µM;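 active = mean inhibition of at least 30% with at least half of replicates also reaching 30%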;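 note: 0% = DMSO neutral control and 100% = excess unlabeled competitor peptide PRC23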
The depositor's hits bear a star; . = not tested or not shown; & = joins results of further samples.

SMILES	CAL PDZ FP-1	cardiac RTF act	C-LANA FP	PKA-R2B activ	Keap1-Nrf2 PPI	DAGLB inh	RTF Ca sens inh	SR-BI DiI-HDL act	Rtt109 Vps75	CAL PDZ FP-2
O=C(Nc1ccccc1)c1ccc(Cn2cc(C(F)(F)F)ccc2=O)cc1	-4.4	0	-1.4	0	0	-1	5	.	-13	-2
CCOc1ccc(NC(=O)CSC2=NN3CCCC(=O)N=C3S2)cc1	-1.6	5	1.0	8	-1	2	-1	0	-2	0
COc1ccc(C(=O)c2cc3cccc(OC)c3o2)cc1	-2.0	1	-2.3	-3	0	-7	3	-63	-2	-5
Cc1cc(NC(=O)c2ccc(Br)cc2)nc(C)n1	0.1	-3	-1.5	-7	-1	-2	-4	-13	2	-5
COc1cccc(OC)c1C(=O)Nc1cc(Cl)ccc1N1CCOCC1	-0.8	-5	-6.5	2	4	1	-17	-29	0	-1
CC1=C(C(=O)OCc2ccccc2)C(c2ccc(C(F)(F)F)cc2)NC(=O)N1CCCCCC(=O)O (centres undefined)	-1.3	0	2.1	5	1	5	9	14	-3	-2
N#Cc1c(NC(=O)COC(=O)c2ccc(S(=O)(=O)N3CCCC3)cc2)sc2c1CCCCC2	0.0	-4	0.2	-2	-3	-1	11	-9	16	5
Cc1ccc(C(=O)N/C(=C\c2ccc(-c3ccc(Br)cc3)o2)C(=O)NC2CCS(=O)(=O)C2)cc1 (centres undefined)	-0.2	5	-0.2	-4	0	-4	7	-22	2	-3
O=C(NC1CCCCC1)C(c1cccs1)N(C(=O)c1ccco1)c1ccc2c(c1)OCCO2 (centres undefined)	-0.4	-2	1.1	-12	3	-3	4	-53	9	5
CCOC(=O)NC(=O)COC(=O)Cc1cc(OC)c(OC)c(OC)c1	-0.3	0	3.9	5	-3	0	-3	3	-3	-1
O=C(C[C@H]1C/C=C\C[C@@H](Cc2ccc(F)cc2)C(=O)OC[C@H]2CCCN2C1=O)N[C@H](CO)Cc1ccccc1	0.2	-3	0.7	-9	-4	0	-1	43	2	-1
O=C(Nn1cnnc1)C1CCCN1S(=O)(=O)c1ccc(F)cc1 (centres undefined)	-1.9	4	1.3	-1	-5	1	-4	31	.	-7

Quoted at random: two entries already listed
SMILES	CAL PDZ FP-1	cardiac RTF act	C-LANA FP	PKA-R2B activ	Keap1-Nrf2 PPI	DAGLB inh	RTF Ca sens inh	SR-BI DiI-HDL act	Rtt109 Vps75	CAL PDZ FP-2
O=C(NC1CCCCC1)C(c1cccs1)N(C(=O)c1ccco1)c1ccc2c(c1)OCCO2 (centres undefined)	-0.4	-2	1.1	-12	3	-3	4	-53	9	5
CC1=C(C(=O)OCc2ccccc2)C(c2ccc(C(F)(F)F)cc2)NC(=O)N1CCCCCC(=O)O (centres undefined)	-1.3	0	2.1	5	1	5	9	14	-3	-2

(list continues)
SMILES	CAL PDZ FP-1	cardiac RTF act	C-LANA FP	PKA-R2B activ	Keap1-Nrf2 PPI	DAGLB inh	RTF Ca sens inh	SR-BI DiI-HDL act	Rtt109 Vps75	CAL PDZ FP-2
Cc1ccccc1Cc1c(C)nc2c(C(=O)NCc3ccc4c(c3)OCO4)cnn2c1C	-3.1	-2	-0.5	3	-1	-4	-6	-26	-8	.
CCOC(=O)n1c(=O)n(Cc2ccccc2)c2ccccc21	-2.6	1	0.7	2	1	0	-11	-9	3	.
Cc1ccc(S(=O)(=O)N2CCCC2)cc1S(=O)(=O)N1CCCC1	-1.1	-6	-3.0	1	-6	0	-7	0	-2	5
CNC(=S)N(Cc1cccs1)Cc1cc2cc(OC)ccc2[nH]c1=O	0.1	-2	1.1	-16	-3	3	-7	7	-4	-3
COCCCNC(=O)CNC(=S)N(Cc1ccccc1F)C1CCCCC1	-0.3	1	0.1	-1	-2	-1	-2	4	-10	.
O=C(CSc1nc(Cc2ccccc2)nc2ccccc12)Nc1nc2c(s1)CCCC2	-0.7	-1	0.9	-15	-3	-9	0	-5	1	9
O=C(N/N=C/c1ccc(-c2ccccc2Cl)o1)c1ccccc1	-3.8	-6	-1.1	-1	-3	-3	3	-23	2	-7
CC(C)CCOc1ncnc2c1sc1nc3c(cc12)CSC(C)(C)C3	-1.4	4	0.0	-1	-4	1	-15	0	4	1
CC(C)(C)c1ccc(C(=O)Nc2cccc(C(=O)N3CCOCC3)c2)cc1	-2.8	-4	0.5	-10	-2	0	0	-22	-2	-3
CC(=O)Nc1c(I)c(NC(C)=O)c(I)c(C(=O)O)c1I	-0.6&0.8	-4&5	2.7&0.5	1&-3	-2&-10	1&2	-11&7	1&-21	7&-3	0&-1
COc1ccc(OC)c(C2CC(c3ccccc3)=NN2C(=S)Nc2ccccc2)c1 (centres undefined)	-1.0	5	-0.1	5	-7	-4	-11	-41	2	-5
CCOC(=O)N1CCN(c2ncnc3scc(-c4ccccc4)c23)CC1	-1.0	-1	1.6	0	-5	-1	1	-42	-15	-8
Cc1ccc[n+](CC(=O)c2ccc(NC(=O)c3ccccc3)cc2)c1	-0.7	-2	0.7	-1	-4	0	-5	20	-5	1
CC1CN(c2ccc([N+](=O)[O-])cc2C#N)CC(C)O1 (centres undefined)	-0.7	6	-0.2	-11	-3	-2	-2	1	15	-4
S=C(NCc1cccnc1)Nc1ccc(Oc2ccc(Cl)cc2)cc1	-0.4	3	-0.1	6	-2	-3	9	-8	4	0
Cc1ccc(NC(=O)N(Cc2cccnc2)Cc2ccco2)cc1C	-1.2	3	0.5	-1	-5	1	-6	2	-8	-6
Cc1ccc(S(=O)(=O)Nc2ccccc2)cc1[N+](=O)[O-]	1.2	-6	1.3	-1	-7	0	0	7	16	-3
COc1cc2c(cc1OC)C(c1cc3ccccc3oc1=O)=NC(C)(C)C2	0.4	-4	0.7	-10	-9	4	-13	17	11	4
Nn1c(SCc2ccc(Br)cc2)nnc1-c1ccncc1	-0.2	6	-1.6	-3	-7	0	-1	-6	-3	-1
CSc1ccc(C(=O)Nc2cc(S(=O)(=O)N3CCOCC3)ccc2N2CCOCC2)cc1[N+](=O)[O-]	-1.0	8	-1.7	8	1	2	-11	19	-7	2
Cc1ccc(CC(CC(=O)NCCc2ccc3c(c2)OCO3)C(=O)O)cc1 (centres undefined)	-1.6	6	0.0	2	-2	-2	-4	26	.	-4
Cc1cc(C)cc(-n2nnnc2SCC(=O)N2CCOCC2)c1	-0.1	8	0.0	0	-2	-2	-4	10	-2	-3
CCO[C@@H]1OC(C(N)=O)=C[C@H](c2ccc(Br)cc2)[C@H]1CCCO	-1.5	-6	0.4	-7	-2	4	-10	38	-4	-2
COc1ccc(-c2cc(C(F)(F)F)n3nc(C(=O)Nc4c(C)n(C)n(-c5ccccc5)c4=O)cc3n2)cc1	.	3	-1.0	-2	-1	-1	7	-80	-7	4
Cc1cccn2c(=O)c3cc(C(=O)NCCc4ccccc4)c(=N)n(Cc4ccco4)c3nc12	-5.0	-3	-2.0	1	-6	5	-14	16	-7	1
COc1ccc(CN2CCN(Cc3ccccc3)C(CCO)C2)cc1OC (centres undefined)	-0.4	2	0.2	-9	2	0	-9	10	10	2
COc1ccc([N+](=O)[O-])cc1NC(=O)c1ccc(CN(c2ccc(C)c(C)c2)S(C)(=O)=O)cc1	-2.2	-2	0.9	0	-1	-1	10	-43	.	-5
COc1ccccc1-c1c(C)oc2c(CN3CCCCC3C)c(O)ccc2c1=O (centres undefined)	-0.2	-1	-1.4	2	-3	-2	-10	-1	0	.
CC(C)C1Oc2cc3oc(=O)ccc3cc2C1=O (centres undefined)	-0.6	3	0.0	-5	3	1	-2	16	-2	.
COc1ccc(NC(=O)CSc2nncn2C)cc1	0.7	-3	-2.7	0	-7	-4	1	28	9	-3
COc1cccc(NC(=O)CN(C)C(=O)c2cc3c(s2)CCCCC3)c1	-0.8	-2	-0.8	7	1	-10	-4	27	5	-7
Cc1cccc(OCCCC(=O)NNC(=O)c2ccc(F)cc2)c1	-2.7	3	0.3	13	-3	0	-6	.	-4	-2
COc1ccc(NC(=O)c2oc3ccccc3c2C)cn1	-1.5	1	3.8	-1	-1	-3	6	-9	0	-2
O=C(OCC(=O)N1CCN(C(=O)c2ccco2)CC1)c1cc(-c2ccco2)nc2ccccc12	-3.4	-14	1.3	6	-3	2	3	-39	-38	-22
O=C(NCCCN1CCOCC1)c1ccc(/C=C2\Oc3ccccc3N(Cc3ccccc3F)C2=O)cc1	-1.7	-6	4.1	8	-1	0	-2	9	-24	-2
c1ccc(-c2cnnn2-c2ccccc2)cc1	4.5	1	-0.7	6	-5	-1	-2	1	1	-3
CS(=O)(=O)c1ccc(-c2nnc(NC(=O)C3=COCCO3)o2)cc1	0.3	4	1.2	-5	2	-2	-3	16	0	-1
Cc1ccc(N2C(=O)N(CC(=O)Nc3ccc(C)cc3[N+](=O)[O-])C(=O)C2C)cc1 (centres undefined)	0.1	7	-1.6	-13	-6	-2	16	-10	-1	-2
CC(C(=O)NC1CCCC1)N(c1ccc(Oc2ccccc2)cc1)S(C)(=O)=O (centres undefined)	-1.6	7	0.8	2	-4	-1	-12	46	2	8
CC(=O)Nc1ccc(C(=O)N2CCCC2)cc1	-0.9	5	0.9	6	0	1	-9	.	-14	1
Cc1ccc(C(=O)NCCN(C)C)c(C)c1	.	7	-0.3	-3	0	-2	-8	7	6	-2
COc1cccc(Nc2nnc(SCC3CCCCO3)s2)c1 (centres undefined)	-0.2	2	0.0	-3	4	-2	-3	19	-5	1
CCC(C)OC(=O)c1cc(C)nc2c(Br)cc(Br)cc12 (centres undefined)	0.0	0	-1.2	-1	1	-9	14	-44	2	-6
CCCCCC(=O)OC(CN1CCCCC1)CN1CCCC1=O (centres undefined)	0.5	-2	2.1	3	2	0	3	2	-2	-1
CC(=O)c1cc(CN2CCN(CCc3ccccc3)C(CCO)C2)cs1 (centres undefined)	-0.1	3	0.4	1	0	1	3	13	2	3
CC(C)c1c(O)nc(SCCOc2ccc(Cl)cc2)[nH]c1=O	-2.7	3	1.0	2	4	2	-2	6	5	2

Screens: PubChem, several laboratories
